Source: PubChem BioAssay
Rab9 promoter act: qHTS Assay for Rab9 Promoter Activators. Huh7 Rab9 promoter-luciferase reporter, luminescence, 24 h. Potency, µM (titrated, usually from 9.22 µM), for the others: at the top dose activation, negative = inhibition, most hits filed as activators. 320,000 compounds, 2.8% hits; further: potency means the concentration at half of the fitted maximal effect; % of control where 0% means no effect; nearly all actives have a fitted effect of over 60% in size
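Huh7 cells stably carrying Rab9 promoter–luciferase reporter, plated 1500 cells/well, compound added after 2 h and incubated 24 h at 37 °C; luciferase luminescence then read after 10 min with detection reagent.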
BRCA1 expr act: qHTS Assay to Identify Small Molecule Activators of BRCA1 Expression; AID 624202, 2012; 380,000 compounds, 1.1% hits; MCF7-BRCA1-FFLuc reporter, luminescence, 48 h; response scale: scaled: vehicle 0%, 10 µM genistein 100%; Potency, µM (series often up to 46.1 µM), for inactives: at the highest dose activation, usual class: activators; further: potency means the concentration at half of the fitted maximal effect; nearly all actives have a fitted effect of over 80% in size; some results filed as inactive show a strong effect at the top dose
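48 h compound treatment of MCF7-BRCA1-FFLuc cells (phenol-red free MEM, 37 °C), then 15 min with luciferase substrate and luminescence imaging.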
ELG1 genotox: qHTS screen for small molecules that induce genotoxicity in human embryonic kidney (HEK293T) cells expressing luciferase-tagged ELG1. Potency, µM (top dose mostly 46 µM), for inactives: at the highest dose activity change, positive = activation, actives largely listed as activators. HEK293T ELG1-luciferase reporter, luminescence, 16 h. 330,000 compounds, 1.3% hits; further: potency means the concentration at half of the fitted maximal effect; % of control where 0% means no effect; nearly all actives have a fitted effect of over 60% in size
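16 hr compound incubation (37 °C, 5% CO2) of HEK293T cells carrying luciferase-tagged ELG1; luciferase then measured by ONE-Glo luminescence after 30 min at RT.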
NPC1 prom act: qHTS Assay for NPC1 Promoter Activators; Huh7 NPC1 promoter luciferase reporter, 24 h; Potency, µM (highest dose often 9.22 µM), for the others: top-dose activation, most hits filed as activators; 320,000 compounds, 2.4% hits;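 further: potency means the concentration at half of the fitted maximal effect; % of control where 0% means no effect; nearly all actives have a fitted effect of over 60% in size; reporter is driven by a mutant NPC1 promoter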
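NPC1 promoter–luciferase Huh7 cells; 24 h compound; luminescence.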
Gal4-VP16 FLuc: VP16 counterscreen qHTS for inhibitors of ROR gamma transcriptional activity; Drosophila S2 Gal4-VP16 UAS-luciferase, luminescence, 20 h; Potency, µM (top dose mostly 53.6 µM), for inactives: top-dose activity, negative = inhibition, hits mostly inhibitors; 310,000 compounds, 3.5% hits; AID 2546, 2010;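 further: Gal4-VP16 expression switched on by copper sulfate through the metallothionein promoter; potency means the concentration at half of the fitted maximal effect; on the % scale 0 is the no-effect control and ±100 the full control effect; nearly all actives have a fitted effect of over 50% in size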
p53 reactivation: qHTS assay for re-activators of p53 using a Luc reporter; H1299 p53-A138V BP100-luciferase reporter, luminescence, 24 h; Potency, µM (series often up to 92.2 µM), without a hit: top-dose activity change, positive = activation, hits mostly activators; 320,000 compounds, 0.063% hits; AID 504706, 2011; further: potency means the concentration at half of the fitted maximal effect; % of control where 0% means no effect; nearly all actives have a fitted effect of over 45% in size
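H1299 (p53-null), stable ts p53-A138V + BP100-Luc; 1000 cells/well, Opti-MEM/10% FBS; cpd 4 pt, 1:5; 24 h, 37 deg C, 5% CO2; detection reagent 10 min RT; luminescence.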
FLuc modulator: qHTS profiling assay for firefly luciferase inhibitor/activator using purifed enzyme and Km concentrations of substrates (counterscreen for miR-21 project). 360,000 compounds, 6.9% hits. AID 588342, 2011. Potency, µM (titrated, usually from 57.5 µM), without a hit: at the highest dose activity change, negative = inhibition, usual class: inhibitors. purified FLuc, Km substrates, luminescence inhibition;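 further: potency means the concentration at half of the fitted maximal effect; plate controls were vehicle for no effect and reference inhibitor for full effect; nearly all actives have a fitted effect of over 55% in size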
Target sequence (P08659 whole entry, looked up): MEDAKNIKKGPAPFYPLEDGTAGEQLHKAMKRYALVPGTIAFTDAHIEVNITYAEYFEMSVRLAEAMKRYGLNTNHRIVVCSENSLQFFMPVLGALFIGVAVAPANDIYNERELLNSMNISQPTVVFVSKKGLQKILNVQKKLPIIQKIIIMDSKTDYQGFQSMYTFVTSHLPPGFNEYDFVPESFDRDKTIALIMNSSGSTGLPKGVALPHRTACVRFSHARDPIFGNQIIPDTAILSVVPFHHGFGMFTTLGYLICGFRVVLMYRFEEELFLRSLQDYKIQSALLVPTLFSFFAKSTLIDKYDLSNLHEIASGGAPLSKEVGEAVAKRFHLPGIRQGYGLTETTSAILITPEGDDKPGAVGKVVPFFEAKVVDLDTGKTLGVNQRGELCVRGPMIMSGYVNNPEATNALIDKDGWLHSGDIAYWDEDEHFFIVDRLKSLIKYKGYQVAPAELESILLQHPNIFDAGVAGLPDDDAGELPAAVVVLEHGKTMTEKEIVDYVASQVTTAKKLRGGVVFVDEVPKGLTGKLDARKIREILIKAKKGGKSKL
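Purified P. pyralis luciferase, 10 nM final, with Km-level 10 uM D-luciferin and 10 uM ATP in 50 mM Tris acetate pH 7.5, 10 mM Mg acetate, 0.01% Tween-20, 0.05% BSA; 6-point qHTS titration about 60 µM downward; luminescence read.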
Giardia kill: Small Molecules that selectively kill Giardia lamblia: qHTS; activity change, % at 7.66 µM, hits read low; 340,000 compounds, 0.15% hits; Giardia lamblia trophozoite viability; AID 540267, 2011; in the data active means activity change below about -80%; inconclusive means between about -30% and that limit;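 further: parasites exposed to compound for two days anaerobically before the ATP read; on the % scale 0 is the no-effect control and ±100 the full control effect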
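Giardia trophozoites, 100 cells per well, were exposed to compounds for 48 hrs at 37 deg C under anaerobic conditions; viability was then read as ATP content by bioluminescence after 15-30 min at room temperature.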
RORgamma inh: qHTS for inhibitors of ROR gamma transcriptional activity; Nuclear receptor ROR-gamma (Mus musculus), P51450; Potency, µM (top dose mostly 53.6 µM), for inactives: at the highest dose activity change, negative = inhibition, actives largely listed as inhibitors; AID 2551, 2010; Drosophila S2 Gal4-RORgamma UAS-luciferase reporter, 20 h; 310,000 compounds, 5.4% hits; further: potency means the concentration at half of the fitted maximal effect; on the % scale 0 is the no-effect control and ±100 the full control effect; nearly all actives have a fitted effect of over 60% in size
Target sequence (P51450 whole entry, looked up, the tested form may be a part): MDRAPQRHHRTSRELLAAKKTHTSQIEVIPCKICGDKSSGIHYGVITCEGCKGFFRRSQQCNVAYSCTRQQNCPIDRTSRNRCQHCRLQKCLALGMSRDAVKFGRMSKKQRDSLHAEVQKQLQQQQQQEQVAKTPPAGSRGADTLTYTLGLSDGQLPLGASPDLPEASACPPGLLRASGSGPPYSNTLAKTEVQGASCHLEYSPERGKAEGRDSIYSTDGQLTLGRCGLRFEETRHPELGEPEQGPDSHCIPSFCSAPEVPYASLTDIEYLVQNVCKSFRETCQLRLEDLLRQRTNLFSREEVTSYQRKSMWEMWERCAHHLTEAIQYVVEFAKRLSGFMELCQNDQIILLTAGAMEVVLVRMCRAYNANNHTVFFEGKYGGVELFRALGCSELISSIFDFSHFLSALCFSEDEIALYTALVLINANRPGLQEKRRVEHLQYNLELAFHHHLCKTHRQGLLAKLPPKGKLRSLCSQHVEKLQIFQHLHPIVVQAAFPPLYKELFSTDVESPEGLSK
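Compounds are pin-transferred onto Drosophila Schneider cells expressing a copper-inducible Gal4–ROR gamma transactivation domain fusion. After 1 hr, copper sulfate is added to 700 uM final; luciferase is read 20 hr later.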
PKM2 act: qHTS Assay for Activators of Human Muscle isoform 2 Pyruvate Kinase. Pyruvate kinase PKM (Homo sapiens), P14618. purified PKM2, Kinase-Glo ATP luminescence, activation; response scale: 0% is enzyme alone, no compound. Potency, µM (series often up to 57.5 µM), for the others: at the top dose activation, usual class: activators. 260,000 compounds, 0.34% hits. AID 1631, 2009; further: potency means the concentration at half of the fitted maximal effect; on the % scale 0 is the no-effect control and ±100 the full control effect; nearly all actives have a fitted effect of over 55% in size
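Purified hPK-M2 (>95% pure) converted ADP (0.1 mM final) to ATP with 0.5 mM PEP in 50 mM imidazole pH7.2, KCl, MgCl2, Tween 20, BSA; 1 h at room temperature. ATP detected by Kinase-Glo luminescence.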
Menin MLL FP TR: qHTS Assay for Inhibitors Targeting the Menin-MLL Interaction in MLL Related Leukemias: Competition With Texas Red Labeled MLL-derived Mutant Peptide. O00255. Menin + Texas Red MLL mutant peptide, fluorescence polarization. Potency, µM (titrated, usually from 61.6 µM), without a hit: top-dose FP activity change, negative = inhibition, hits mostly inhibitors. 270,000 compounds, 0.23% hits; active means well fitted inhibition curve with a large enough effect in the polarisation, with a control signal flat, not every such curve was filed as active; inconclusive means small, poorly fitted or top-dose-only effect, or effect the other way, or a change in a side signal; inactive means no such curve, though single readings can be large or run the other way; the % refers to the polarisation; further: potency means the concentration at half of the fitted maximal effect; % of control where 0% means no effect; many of its hits are not listed in these tables
Active calls of the source: *; ? = inconclusive; nt = no result given; & = joins results of further samples; [ ] = remark or other dose. Unless noted, the call rests on the fitted dose curve; in most records, active means well fitted curve in the direction sought with a large enough effect; inconclusive means small, poorly fitted or top-dose-only effect, or another doubt; inactive means no such curve, though single readings can be large; an effect the other way counts as inactive or inconclusive.

SMILES	Rab9 promoter act	BRCA1 expr act	ELG1 genotox	NPC1 prom act	Gal4-VP16 FLuc	p53 reactivation	FLuc modulator	Giardia kill	RORgamma inh	PKM2 act	Menin MLL FP TR
COc1cc(C(=O)Nc2ccc(C(=O)NCC3CCCO3)cc2)cc(OC)c1OC (centres undefined)	-7%	-25%	7%	-11%	nt	nt	-1%	20	nt	1%	2%
CCN1CCN(Cc2ccc(NC(=O)c3cc(NC(=O)c4ccno4)cc(OC)c3)cc2C(F)(F)F)CC1	-6%	-23%&-36%	-3%	-3%	-1%	-3%	-3%	12	-9%	-6%	nt
Cn1ccc(C(=O)Nc2sc3c(c2C(N)=O)CCCCC3)n1	0.5µM*	?	0.46µM*	1µM*	?	7%	0.6µM*	-25	?	-18%	nt
O=C(CCCn1c(=O)[nH]c2ccccc2c1=O)NCCSCc1ccccc1	1%	-9%	-2%	-4%	-11%	2%	4%	-14	-2%	3%	0%
O=C(NCc1cccs1)c1nc2ncccn2n1	nt	-3%	nt	nt	0%	nt	3%	-1	-1%	-1%	18%
CCc1nnc(NC(=O)C2CCN(C(=O)c3ccccc3C)CC2)s1	-6%	1%	-2%	-3%	nt	-1%	0%	16	nt	nt	nt
Nc1ccc(S(=O)(=O)c2ccc(N)c(N)c2)cc1	6%	8%	-1%	-1%	-1%	-1%	1%	-12	10%	28µM*	-12%
O=C1c2ccccc2C(=O)N1CCOCCN1C(=O)c2ccccc2C1=O	1%	-3%	-14%	6%	0%	4%	-1%	-2	-12%[10 µM]	-4%	-14%
CCOCC(=O)Nc1cc([N+](=O)[O-])ccc1C	-3%	2%	0%	-1%	-9%	16%	0%	4	4%	1%	-4%
O=C1C(Cl)=C(Nc2ccc3cn[nH]c3c2)C(=O)c2ccccc21	-50%[inhibitor]	-90%	-15%	-46%[inhibitor]	?	-15%	?	-1	7.1µM*	-3%	nt
CC1CCOC2(O1)C(=O)N(CN1CCN(c3ccccc3F)CC1)c1ccccc12 (centres undefined)	-4%	-15%	-4%	-4%	-1%	-3%	1%	-14	1%	1%	nt
Cc1ccnc(NC(c2ccccc2O)c2oc(CO)cc(=O)c2O)c1 (centres undefined)	-27%	-7%	0%	2%	-9%	-1%	-16%	-10	-20%	23%	7%
O=C(COc1ccc(Cl)cc1Br)NNC(=O)C(=O)N1CCCCC1	-2%	14%	-5%	1%	-19%	-2%	2%	0	14%	-8%	26%
O=C(NCCc1ccccc1)C(=O)NCC1OCCN1S(=O)(=O)c1ccc(Br)cc1 (centres undefined)	-1%	-14%	-6%	4%	-9%	0%	3%	4	33%	nt	nt
O=C(/C=C/c1cccs1)N1CCN(c2ccc(O)cc2)CC1	2%	-19%	12%	20%	-5%[10 µM]	-1%	-16%	-3	-2%	0%	-3%

Part of the list above in order of heavy-atom count, smallest number first:
SMILES	Rab9 promoter act	BRCA1 expr act	ELG1 genotox	NPC1 prom act	Gal4-VP16 FLuc	p53 reactivation	FLuc modulator	Giardia kill	RORgamma inh	PKM2 act	Menin MLL FP TR
CCOCC(=O)Nc1cc([N+](=O)[O-])ccc1C	-3%	2%	0%	-1%	-9%	16%	0%	4	4%	1%	-4%
O=C(/C=C/c1cccs1)N1CCN(c2ccc(O)cc2)CC1	2%	-19%	12%	20%	-5%[10 µM]	-1%	-16%	-3	-2%	0%	-3%
O=C1C(Cl)=C(Nc2ccc3cn[nH]c3c2)C(=O)c2ccccc21	-50%[inhibitor]	-90%	-15%	-46%[inhibitor]	?	-15%	?	-1	7.1µM*	-3%	nt

Compound profiles, from the list above. Screens in order: Rab9 promoter act	BRCA1 expr act	ELG1 genotox	NPC1 prom act	Gal4-VP16 FLuc	p53 reactivation	FLuc modulator	Giardia kill	RORgamma inh	PKM2 act	Menin MLL FP TR
CCc1nnc(NC(=O)C2CCN(C(=O)c3ccccc3C)CC2)s1 across the screens: -6%	1%	-2%	-3%	nt	-1%	0%	16	nt	nt	nt
CCN1CCN(Cc2ccc(NC(=O)c3cc(NC(=O)c4ccno4)cc(OC)c3)cc2C(F)(F)F)CC1 across the screens: -6%	-23%&-36%	-3%	-3%	-1%	-3%	-3%	12	-9%	-6%	nt
O=C(COc1ccc(Cl)cc1Br)NNC(=O)C(=O)N1CCCCC1 across the screens: -2%	14%	-5%	1%	-19%	-2%	2%	0	14%	-8%	26%

New compounds follow.
SMILES	Rab9 promoter act	BRCA1 expr act	ELG1 genotox	NPC1 prom act	Gal4-VP16 FLuc	p53 reactivation	FLuc modulator	Giardia kill	RORgamma inh	PKM2 act	Menin MLL FP TR
O=C(NNc1cc(C(F)(F)F)nc2ccccc12)Nc1cccc(Cl)c1	-1%	-53%	-10%	3%	6%	4%	-6%	-19	?	12%	nt
CCOC(=O)c1[nH]c(C)c(CN(CCc2ccc(OC)c(OC)c2)C(=O)CCCC(=O)O)c1C	-1%	-15%	-3%	-1%	-3%	-1%	0%	2	8%	-3%	?
CC(=O)N1CCN(c2nc3ccc(Br)cc3s2)CC1	?	?	?	3.2µM*	?	?	15µM*	-7	13%	-11%	6%
C=CCc1cccc(/C=N/NC(=O)CCC(=O)Nc2ccc(C)cc2)c1O	-7%	-76%	8%	-5%	?	10%	5%	5	1.6µM*	-1%	10%
COc1ccc(OCCC(=O)Nc2ccccc2)cc1	5%	-1%	1%	4%	-20%	?	-15%	14	-1%	2%	6%
O=C(Cn1cnc([N+](=O)[O-])n1)N/N=C/c1cccc(Cl)c1	0%	-1%	27%	-1%	7%	4%	0%	7	-25%	-1%	6%
NC(=O)c1cc(-c2csc(NCCc3ccccc3)n2)ccc1O	-6%	-3%	3%	-4%	5%	20%	?	-16	4%	27%	?
O=S(=O)(Nc1cccc(-c2ccc3nncn3n2)c1)c1cc(F)ccc1F	-2%	-32%	10%	-13%	nt	-8%	8%	4	nt	nt	nt
Cc1nc2c(-c3ccccc3)c(C)nn2c(C)c1CCC(=O)NC(C)CCc1ccco1 (centres undefined)	1%	-17%	-12%	1%	16%	-4%	1%	7	-19%	2%	-1%
CCC(=O)N1CCc2cc(Br)cc(S(=O)(=O)CCC(=O)NCCc3ccccc3)c21	10%	3%	3%	8%	-8%	0%	4%&0%	-2	6%	-38%	2%
CCOC(=O)C1CCN(c2cc3c(cc2NC(=O)c2cc(OC)ccc2Br)n(C)c(=O)n3C)CC1	11%	5%	-7%	1%	-20%	-3%	0%	16	2%	nt	?
O=C(CN1CCSC1=NCc1ccccc1)c1ccc(Cl)cc1	-9%	-7%	-2%	-3%	0%	4%	2%	-4	43%	?	?
CC1CCN(C(=O)CSc2nnc(N)s2)CC1	-3%	33%	11%	11%	3%	-8%	1%	-23	12%	1%	nt
O=C(Nc1ccccc1C(=O)OCC(=O)N1CCc2ccccc2C1)c1ccco1	21%	28%	-2%	15%	-4%	8%	?	7	?	-11%	-8%
COc1cccc(-c2nnc(-c3ccccc3[N+](=O)[O-])o2)c1	4µM*	?	?	?	-6%	?	9.5µM*	-20	-24%	2%	nt
Cc1nn(C)c(C)c1CNC(=O)Nc1cccc(Cl)c1	?	4µM*	-1%	21%	8%	?	?	-6	21%	-1%	5%
Fc1ccc(NC(=S)Nc2cccc3cnccc23)cc1	1%	-38%	-9%	1%	?	-2%	?	7	?	-6%	?
COc1ccccc1CNC(=O)CN1CCC(n2cnc3cc(F)ccc32)CC1	-3%	19%	0%	-1%	2%	-11%	7%	-1	27%	3%	-11%
CC(=O)NCCCc1nc2ccccc2n1Cc1cc(C)ccc1C	-2%	9%	5%	2%	-8%	13%	0%	10	-14%	4%	-6%
CCN1CCN(C(c2ccc(F)cc2)c2nnnn2Cc2ccc3c(c2)OCO3)CC1 (centres undefined)	-7%	-12%	0%	0%	-12%	-3%	?	-9	27%	-3%	-10%
O=[N+]([O-])c1ccc2ncnc(Nc3ccc4c(c3)OCCO4)c2c1	0%	-17%	-9%	14%	-27%	?	0%	-15	?	7%	?
CC(Oc1ccccc1Cl)C(=O)N1CCOCC1 (centres undefined)	1%	-9%	-1%	2%	-7%	6%	7%	5	-2%	6%	0%
Cc1c(NC(=S)Nc2ccccc2)c(=O)n(-c2ccccc2)n1C	-1%	-13%	1%	-3%	0%	-5%	-1%	7	-10%	1%	-3%

An excerpt; rates above refer to the full screens.
